TGFb inhibitor – qHTS for Inhibitors of TGF-b; HepG2 CAGA-GFP TGF-b/SMAD3 reporter, GFP fluorescence, 18 h; TGF-beta stimulated, 500 pg/mL final; Potency, µM (top dose mostly 46.1 µM), for inactives: at the top dose activity, negative = inhibition, usual class: inhibitors; 410,000 tested, 1.2% active; AID 588855, 2011; note: potency is the fitted concentration of half-maximal effect; % is set by controls: 0 for no effect and ±100 for the full control effect; nearly all actives have a fitted effect of over 65% in size
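Inhibition of TGF-beta-driven CAGA-GFP reporter expression in HEPG2 cells is measured by cellular GFP fluorescence after 18 h stimulation with 500 pg/mL recombinant TGF-beta in 1% FBS medium at 37 degrees C.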
A549 viability – Nrf2 qHTS screen for inhibitors: counterscreen for cytotoxicity. Potency, µM (series often up to 46 µM), without a hit: at the top dose activity change, negative = cytotoxicity, most hits filed as inhibitors. A549 ARE-Fluc cells, CellTiter-Fluor viability, 18-24 h. AID 504648, 2011. 390,000 tested, 0.16% active; note: potency is the fitted concentration of half-maximal effect; % is set by controls: 0 for no effect and ±100 for the full control effect
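Cytotoxicity counterscreen: CellTiter-Fluor fluorescence was measured in A549 ARE_Fluc cells after 18-24 h of compound exposure in a concentration series. The subsequent BugLite luminescent read reports ARE-luciferase activity.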
Nrf2 block – Nrf2 qHTS screen for inhibitors; A549 ARE-Fluc reporter, luciferase luminescence, 18-24 h; Potency, µM (highest dose often 46 µM), for inactives: top-dose activity change, negative = inhibition, most hits filed as inhibitors; 360,000 tested, 2.1% active; note: potency is the fitted concentration of half-maximal effect; % is set by controls: 0 for no effect and ±100 for the full control effect; nearly all actives have a fitted effect of over 60% in size
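In this cell-based qHTS, ARE-driven firefly luciferase in A549 cells reports Nrf2 activity; the luminescent signal after BugLite lysis is the measured value, with a prior CellTiter-Fluor read for cell health.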
Mm-Cpn inhibitor – Inhibitors of TCP-1 ring complex (TRiC) of Methanococcus maripaludis (MmCpn): qHTS; Chaperonin Mm-Cpn (Methanococcus maripaludis); purified Mm-Cpn ATPase, ADP Transcreener TR-FRET; Potency, µM (top dose mostly 76.9 µM), without a hit: at the top dose activity, negative = inhibition, usual class: inhibitors; 330,000 tested, 0.031% active; note: potency is the fitted concentration of half-maximal effect; % is set by controls: 0 for no effect and ±100 for the full control effect; nearly all actives have a fitted effect of over 80% in size
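Inhibition of chaperonin ATP hydrolysis is measured as reduced ADP production, detected by competitive TR-FRET in which signal falls with ADP. Final enzyme 25 nM and ATP 10 uM, reacted 30 min at 37°C.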
CCT modulator – High-Throughput Screening for Modulators of Cytosolic Chaperonin Activity; activity change, % (test concentration not listed), hits read low; 360,000 tested, 0.3% active; AID 651819, 2012; purified chaperonin ATPase assay, HTRF ADP detection, 30 min; in the data active = activity change below about -30%; note: % is set by controls: 0 for no effect and ±100 for the full control effect
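First, chaperonin was dispensed at 40 nM or 20 nM final depending on batch activity. Next, compounds were pinned at 76 uM and ATP added at 10 uM. After 30 min at 37 °C, ADP detection reagents ran 30 min at ambient temperature.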
Nrf2 activator – qHTS of Nrf2 Activators; AID 624171, 2012; 410,000 tested, 0.31% active; Potency, µM (top dose mostly 46.1 µM), for inactives: at the highest dose activation, usual class: activators; AREc32 ARE-luciferase reporter (MCF7-derived line), luminescence, 24 h; note: potency is the fitted concentration of half-maximal effect; % of control where 0% means no effect; nearly all actives have a fitted effect of over 65% in size
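ARE activation measured as luciferase luminescence (Steady-Glo, 30 min RT) in AREc32_Fluc cells after 24 hr compound exposure at 37 deg C, 5% CO2; cells seeded overnight at 1000/well in OPTI-MEM, 5% FBS.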
Akt phos inh – HTS Assay for Inhibitors of Akt Phophorylation: Primary Screen | AID 651550, 2012 | activity change, % for hits at 50 µM | Neuro2A IGF-stimulated pAkt S473 HTRF, 20 min; stronger effect = lower value | 360,000 tested, 0.32% active; in the data active = activity change below about -80%; inconclusive = mostly about -51% to -80%; note: % is set by controls: 0 for no effect and ±100 for the full control effect
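Neuro2A cells in DMEM with 0.5% FBS, overnight at 37 deg C, given compound at single 50 µM final, then IGF (6 nM final) for 20 min at 37 deg C. Lysed; phospho-Akt Ser473 by HTRF after 24 h, 665/615 ratio.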
HepG2 viability – qHTS for Inhibitors of TGF-b: Cytotox Counterscreen | HepG2 CAGA-GFP viability, ATP luminescence, 18 h | Potency, µM (top dose mostly 46.1 µM), without a hit: at the highest dose activity change, negative = cytotoxicity, actives largely listed as cytotoxic | 410,000 tested, 0.76% active; note: potency is the fitted concentration of half-maximal effect; some results filed as inactive show a strong effect at the top dose
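CellTiter-Glo luminescence gave cytotoxicity after 18 hours at 37 degrees C. The cells were HepG2 CAGA-GFP in 1% FBS DMEM, stimulated with 500 pg/mL TGF-beta after compound addition. %Activity was normalised to no-cell wells (complete cell-killing) and DMSO (no toxicity), and curves were fitted and classified.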
S2 tox – Viability Counterscreen for Primary qHTS for Inhibitors of ATXN expression; AID 651635, 2014; S2 cells (HEK-293 line with an ATXN2-luciferase reporter) viability, CellTiter-Fluor protease fluorescence, 24 h; 400,000 tested, 0.49% active; Potency, µM (highest dose often 56.7 µM), usual class: cytotoxic; note: potency is the fitted concentration of half-maximal effect; nearly all actives have a fitted effect of over 40% in size
* marks the source's active call; other numbers are inactive results; i = inactive; u = inconclusive; x = no result given; & = joins results of further samples; [ ] = another dose, or the depositor's remark. Unless noted, calls come from the whole dose curve; as a rule, active = well fitted curve in the direction sought with a large enough effect; inconclusive = small, poorly fitted or top-dose-only effect, or another doubt; inactive = no such curve, though single readings can be large; an effect the other way counts as inactive or inconclusive.

Sequence of screens – TGFb inhibitor	A549 viability	Nrf2 block	Mm-Cpn inhibitor	CCT modulator	Nrf2 activator	Akt phos inh	HepG2 viability	S2 tox
CC12CN3CCN(CC(C3)/C1=N/NC(=O)Nc1ccccc1)C2
→ -8%	12%	u	-1%	-1.2	4.1%	i	-38%	i
O=C(CCS(=O)(=O)c1cccc2nonc12)Nc1c(F)cccc1F
→ u	2%	2%[9.27 µM]	x	x	0.4%	x	-1%	i
CC1(c2nc3ccccc3[nH]2)CCC(=O)N1Cc1ccccn1 (centres undefined)
→ -17%	x	x	x	-0.8	-1.1%	i	-4%	i
O=C(NCc1ccco1)c1ccc2c(c1)N(Cc1ccc(Cl)cc1)C(=O)c1ccccc1S2=O (centres undefined)
→ u	-11%	-28%	x	x	5.3%	x	1%	i
COc1ccc(C2CC(=O)C=C(O)C2)cc1 (centres undefined)
→ 2%	0%	-6%	0%	-1.6	-0.6%	i	2%	i
CCOC(=O)C1CCCN(C(=O)c2cccc(S(=O)(=O)N3CCOCC3)c2)C1 (centres undefined)
→ -2%	-8%	-6%	3%	0.1	0.1%	i	-1%	i
Cc1nc2ccccc2c(=O)n1Nc1cccc(Cl)c1
→ -8%	0%	2%	-1%	0.1	-1.3%	i	-11%	i
COc1ccc(C(=O)NC(CCSC)C(=O)NCc2nnc3ccccn23)cc1 (centres undefined)
→ 2%	-5%	6%	-1%	-0.1	-0.8%	i	0%	i
O=C(Nc1cc(Cl)ccc1-n1cncn1)c1cn2ccccc2n1
→ -3%	0%	u	3%	0.2	5.8%	i	-12%	i
Cc1cc(OC(C)C(=O)Nc2cccnc2)ccc1Cl (centres undefined)
→ 0%	2%	10%	2%	-0.8	-0.5%	i	2%	i
Cn1c(=O)c2c(nc(NCc3ccccc3)n2CC(=O)NCc2ccccc2)n(C)c1=O
→ 7%	-7%	6%	0%	-1.7	0.3%	i	8%	i
COc1cc(C2NC(=O)NC(C)=C2C(C)=O)cc(OC)c1OC (centres undefined)
→ -3%	0%	1%	-7%	-1.1	-0.6%	i	7%	i
CCCSCCCNC(=O)c1ccc(NC(=O)C2=CSCCO2)cc1
→ -10%	3%	5%	1%	0.6	-0.3%	i	3%	i
CCOc1ccc(NC(=O)N2CCC(CN3CCc4ccccc4C3)CC2)cc1
→ -28%	-6%	-3%	x	x	1.0%	x	-24%	x
Cc1ccccc1NCC(=O)N/N=C/C(Br)=C/c1ccccc1
→ u	-17%	5%	-1%	-6.7	u	i	-71%	i
CN(C)C1(CNC(=O)C2CCC(=O)N(Cc3ccc(Cl)cc3)C2)CCCCC1 (centres undefined)
→ 2%	1%	-8%	0%	-2.2	-1.4%	i	14µM*	i
CC(=O)Nc1ccc(NC(=O)C(C)OC(=O)CCCOc2ccc(Cl)cc2C)cc1 (centres undefined)
→ -1%	1%	0%	1%	1.2	0.0%	i	9%	i
COc1ccc(S(=O)(=O)Nc2ccc3oc4c(c3c2)C(=O)CC(C)(C)C4)cc1
→ 1%	-1%	u	x	x	0.2%	x	-7%	i
N#Cc1cccc(NC(=O)c2cc(C3CCCCN3C(=O)CCCc3ccccc3)on2)c1 (centres undefined)
→ 1%	x	x	x	-3.0	-0.3%	i	-17%	u
O=C(O)[C@]1(S(=O)(=O)c2ccccc2)C[C@@H]2ON=C(c3cccc(Br)c3)[C@@H]2C1
→ 10%	9%	-8%	1%	-0.4	-0.9%	i	10%	i
O=[N+]([O-])C(=C1Nc2ccccc2N1)C(Cl)=C(Cl)Cl
→ -25%	3%	2%	2%	-3.5	u	i	-25%	i
O=C(OCC#CCSc1nc2ccccc2s1)c1ccco1
→ -4%	-3%	u	0%	1.3	11%	i	-22%	i
COc1cccc(CC2(CO)CCCN(Cc3cc4ccccc4[nH]3)C2)c1 (centres undefined)
→ 11µM*	1%	u	-8%	0.8	2.2%	i	-10%	i
COc1ccc(NC(=S)N2CCc3ccccc32)cc1OC
→ -13%	0%	2%	-4%	-0.3	7.6%	i	7%	i
COc1cccc(C(=O)NC2CC3CCCC(C2)N3Cc2ccc(C)cc2)c1 (centres undefined)
→ -5%	-6%	1%	u	-1.9	-0.1%	i	-22%	u
OC(c1cc(F)cc(Cl)c1)c1ncc(-c2ccccc2C(F)(F)F)[nH]1 (centres undefined)
→ u	x	x	x	1.3	3.9%	i	-44%	i
COc1ccc(C(=O)NCC(=O)OCC(=O)NC23CC4CC(CC(C4)C2)C3)cc1
→ u	0%	2%	0%	-2.3	0.0%	i	-37%	i
Cc1cc(O)c(S(=O)(=O)c2ccccc2)c(C)c1NS(=O)(=O)c1ccccc1
→ u	11%	21%	u	0.6	4.9%	i	0%	i
CCCCN1C(=O)C(CC(=O)NCc2ccco2)CC(C(=O)N2CCCCCC2)=C1C (centres undefined)
→ x	x	x	x	-0.2	-1.2%	i	x	i
Cc1cccc(N(C(=O)c2csnn2)C(C(=O)NC2CCCC2)c2ccncc2)c1 (centres undefined)
→ 19%	1%	-3%	2%	2.3	0.0%	i	-5%	i
NC(=O)CC(NC(=O)Cc1ccc(Br)cc1)c1ccc(NCC2CC2)c([N+](=O)[O-])c1 (centres undefined)
→ 0%	-14%	u	2%	-1.9	0.3%	i	3%	i
COc1ccc(OC)c(CNC(=O)c2ccc(-c3nc(CSc4ccccc4)c(C)o3)cc2)c1
→ 11%	u	-26%	x	x	0.2%	x	-5%	i
COCCN(CC(=O)NCc1ccccc1)C(=O)CCC(=O)Nc1ccccn1
→ 0%	3%	x	-1%	-1.8	0.4%	i	-3%	i
COc1ccc(NC(=O)c2[nH]c(C)c(C(C)=O)c2C)cc1Cl
→ 1%	0%	u	3%	-0.2	12%	i	-31%	i
C=CCNc1nc(Nc2ccc(OC)c(OC)c2)c2sc(-c3ccccc3)cc2n1
→ -21%	x	x	x	-0.2	2.0%[9.22 µM]	i	-28%	i
O=C(Nc1cccc(Cl)c1)c1cc(S(=O)(=O)N2CCCc3ccccc32)ccc1F
→ u	-2%	x	x	x	8.2%	x	-23%	i
COc1ccc(-c2cc(-c3nc(-c4cc(OC)c(OC)c(OC)c4)no3)[nH]n2)c(OC)c1
→ 0%	-14%	-8%	x	x	-0.3%	x	-29%	x
CC(C)CC(=O)Nc1nnc(-c2ccco2)s1
→ 24%	16%	u	-4%	0.2	u	i	-4%	i
CCOC(=O)[C@H]1[C@H]2COc3cc(OC)ccc3[C@@H]2N2C(=O)c3c(C)cc(C)cc3NC(=O)[C@@]12C
→ -8%	3%	8%	1%	1.1	0.1%	i	-4%	i
Cc1ccc(C(=O)Cn2c(C(=O)/C=C/c3ccccc3)nc3ccccc32)cc1
→ -14%	-6%	u	-3%	-1.1	4.5%	i	-23%	u

Continued; it opens with the 3 that closed the last part.
Sequence of screens – TGFb inhibitor	A549 viability	Nrf2 block	Mm-Cpn inhibitor	CCT modulator	Nrf2 activator	Akt phos inh	HepG2 viability	S2 tox
CC(C)CC(=O)Nc1nnc(-c2ccco2)s1
→ 24%	16%	u	-4%	0.2	u	i	-4%	i
CCOC(=O)[C@H]1[C@H]2COc3cc(OC)ccc3[C@@H]2N2C(=O)c3c(C)cc(C)cc3NC(=O)[C@@]12C
→ -8%	3%	8%	1%	1.1	0.1%	i	-4%	i
Cc1ccc(C(=O)Cn2c(C(=O)/C=C/c3ccccc3)nc3ccccc32)cc1
→ -14%	-6%	u	-3%	-1.1	4.5%	i	-23%	u
CC#CCN(Cc1ccco1)C(=O)c1ccc(OC2CCN(Cc3ccccn3)CC2)cc1
→ u	-9%	9%	-4%	-1.2	2.7%	i	-18%	i
Cc1occc1C(=O)n1nnc2ccccc21
→ -14%	-4%	1%	x	-3.3	-0.5%	i	-45%	i
c1ccc(NCCc2ccccn2)cc1
→ 0%	0%	u	x	0.3	0.1%	i	5%	i
CCn1nc(NC(=O)c2cccnc2)c2cc3cccc(C)c3nc21
→ 13%	5%	-14%	-2%	-4.4	-0.8%	i	-2%	i
COC(=O)C1=C(C)NC(=O)NC1c1ccsc1 (centres undefined)
→ u	-7%	x	2%	-0.6	-0.2%	i	2%	i
CC(C)Oc1ccc(/C(O)=C2/C(=O)C(=O)N(CCN3CCOCC3)C2c2ccccc2)cc1 (centres undefined)
→ 17%	-1%	x	-2%	0.0	1.8%	i	3%	i
CCc1c(C)nc2ncnn2c1N1CCCC(C(=O)NCc2cccs2)C1 (centres undefined)
→ -2%	-7%	u	1%	-1.1	-0.3%	i	-1%	i
Cc1c(O[C@@H]2O[C@H](CO)[C@@H](O)[C@H](O)[C@H]2O)c(CO)c(O[C@@H]2O[C@H](CO)[C@@H](O)[C@H](O)[C@H]2O)c2c1O[C@@H](c1ccccc1)C[C@@H]2O
→ -3%	8%	13%	2%	-2.5	-0.5%	i	-2%	i
COCCN1CC(=O)N2C(c3cccc(C)c3)c3[nH]c4ccccc4c3C[C@H]2C1=O (some centres undefined)
→ -29%	-5%	0%	1%	-0.7	2.3%	i	-6%	i
O=S(=O)(c1ccc(-c2cnc(C3CC3)o2)cc1)N1CCN(c2ccccc2)CC1
→ u	-4%&-7%	-16%	-3%	-1.3	-0.7%&0.1%	i	-41%&-3%	u
COC(=O)c1ccccc1NC(=O)c1nc2nc(C)cc(C)n2n1
→ 20%	2%	x	-3%	1.4	3.0%	i	20%	i
CCOC(=O)N1CCN(S(=O)(=O)c2ccc3c(c2)CCN3C(=O)C2CCC2)CC1
→ -12%	-5%	-14%	1%	1.7	0.0%	i	-9%	i
